Assay outcomes from PubChem.
miR-122 sensor = inhibitors of miR-122 in Huh7 cells | Huh7 miR-122 Renilla luciferase sensor, 48 h; neutral wells = 0, positive control = 100 | activation (reporter increase), % at 12.5 µM | actives 0.3% (n = 340,000);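 active = mean replicate activation score at least 90 and every replicate individually at or above 90; inconclusive = only one of the two criteria met; inactive = neither criterion met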;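 also: higher luciferase means less miR-122 activity so hits act as miR-122 inhibitors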
CFTR F508del cor = CFTR F508del correction in bronchial cells; actives 0.36% (n = 350,000); CFBE cells, YFP halide quenching; stimulated with forskolin plus potentiator P3; % fluorescence drop versus neutral controls; AID 720511; activity (quench increase), % at 7.58 µM;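 active = mean added fluorescence quench of at least 8% versus neutral control, with both replicates also reaching 8%; inconclusive = only one of the mean or replicate conditions met; inactive = mean below 8% and not both replicates reaching 8%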;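 also: cells transiently co-express mutant CFTR-F508del with the halide-sensitive YFP; corrector assay measuring rescue of mutant channel to the surface after 24 h compound exposure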
SIRT5 inh = blocks human SIRT5 desuccinylation of peptide; Q9NXA8; Purified SirT5, succinyl-peptide AMC, trypsin-coupled fluorescence; inhibition, % at 15 µM; actives 1.1% (n = 330,000); AID 652115; in the data active = inhibition above about 15%; inconclusive = no clear call, values can overlap the other calls
Target sequence (Q9NXA8 whole entry, looked up): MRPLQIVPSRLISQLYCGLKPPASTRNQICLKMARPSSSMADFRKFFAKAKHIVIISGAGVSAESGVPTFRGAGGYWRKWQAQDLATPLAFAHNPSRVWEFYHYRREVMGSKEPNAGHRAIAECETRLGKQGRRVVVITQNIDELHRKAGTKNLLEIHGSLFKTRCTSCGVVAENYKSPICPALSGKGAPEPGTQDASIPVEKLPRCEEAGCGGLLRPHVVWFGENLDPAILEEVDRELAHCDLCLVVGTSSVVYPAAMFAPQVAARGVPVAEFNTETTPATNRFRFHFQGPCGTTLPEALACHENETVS
DENV2 CPE rescue = DENV2-induced cell death inhibition; DENV2-infected cells, cytopathic effect rescue, plate reader; CPE inhibition, % at 9.99 µM; actives 1.7% (n = 350,000); in the data active = CPE inhibition above about 20%, passing the limit was not always enough; inconclusive = no clear call, values can overlap the other calls; tested in BHK-21 cells;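 also: 0% = median of neutral control wells and 100% = median of positive control wells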
Casp6 inh = inhibitors of human caspase-6; P55212; purified caspase-6, Z-VEID-R110 cleavage fluorescence; inhibition, % at 12.5 µM; actives 0.53% (n = 350,000); AID 686996;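 active = mean inhibition across replicates at least about 35%, with every replicate also reaching that limit, limit read from the data; inconclusive = only one of the two criteria met; inactive = neither criterion met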;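 also: 0% = median of neutral control wells and 100% = no fluorescence left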
Target sequence (P55212 24-179 limits assumed): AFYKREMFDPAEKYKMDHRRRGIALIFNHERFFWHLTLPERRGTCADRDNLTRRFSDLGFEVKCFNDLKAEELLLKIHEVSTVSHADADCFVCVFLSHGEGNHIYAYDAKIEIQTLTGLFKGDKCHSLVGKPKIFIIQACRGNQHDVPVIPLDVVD
Target sequence (P55212 194-293 limits assumed): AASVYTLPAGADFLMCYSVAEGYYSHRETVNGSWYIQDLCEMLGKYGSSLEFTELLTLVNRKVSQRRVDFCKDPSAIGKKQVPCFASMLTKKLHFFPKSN
ERp5 block = inhibitors of human ERp5 | ERp5 insulin aggregation, absorbance 650 nm, 90 min | inhibition, % at 9.99 µM | actives 0.05% (n = 350,000);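 active = mean replicate inhibition above about 25%, with every replicate also reaching it, limit read from the data, passing the limit was not always enough; inconclusive = only one of those two criteria met; inactive = neither criterion met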
Target sequence (Q15084 whole entry, looked up): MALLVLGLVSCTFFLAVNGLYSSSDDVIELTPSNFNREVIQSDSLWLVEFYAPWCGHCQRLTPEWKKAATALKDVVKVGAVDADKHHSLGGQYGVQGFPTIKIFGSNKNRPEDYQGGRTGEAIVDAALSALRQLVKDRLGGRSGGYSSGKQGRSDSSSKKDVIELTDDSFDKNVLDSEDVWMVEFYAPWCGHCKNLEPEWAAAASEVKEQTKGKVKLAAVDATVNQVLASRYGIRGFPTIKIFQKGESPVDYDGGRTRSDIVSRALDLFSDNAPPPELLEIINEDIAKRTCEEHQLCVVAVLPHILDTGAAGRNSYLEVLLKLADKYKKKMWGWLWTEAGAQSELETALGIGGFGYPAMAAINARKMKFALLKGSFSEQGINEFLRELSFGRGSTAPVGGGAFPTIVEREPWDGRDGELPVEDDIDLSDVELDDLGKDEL
ERAP1 HTS inh = ERAP1 (human) enzyme inhibition; actives 0.15% (n = 340,000); recombinant ERAP1, Leu-AMC fluorescence, 60 min; Q9NZ08; AID 652197; inhibition, % at 10.7 µM;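 active = mean replicate inhibition of at least 30%, or all replicates individually reaching that 30% level; inactive = mean below 30% and not every replicate reaching it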;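 also: 0% = neutral control wells and 100% = L-leucinethiol positive control wells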
* marks the source's active call; other numbers are inactive results; u = inconclusive; x = no result given; [ ] = dose if it differs, or a comment.

SMILES	miR-122 sensor	CFTR F508del cor	SIRT5 inh	DENV2 CPE rescue	Casp6 inh	ERp5 block	ERAP1 HTS inh
CN(C[C@H]1N[C@@H](CO)[C@H]1c1ccc(-c2ccc(F)cc2)cc1)C(=O)C1CCC1	0[16.7 µM]	0.9	-3	-3	x	5	x
COc1ccc(NC(=O)N(C)C[C@H]2Oc3ccc(NC(=O)CCCN(C)C)cc3C(=O)N([C@@H](C)CO)C[C@@H]2C)cc1	2[16.7 µM]	0.6	-6	-2	-4	1	-2
CCOCCCNC(=O)C(c1ccccc1)N(Cc1ccc2c(c1)OCO2)C(=O)CNC(C)=O (stereo not given)	-4	x	-4	x	-5	-10	5
CCc1nc(N)nc2c1C(=O)CC(C)(C)C2	x	2.2	-7	6	-3	3	12
COc1ccc(C(=O)N/N=C(/C)c2cccc(NC(=O)c3ccccc3F)c2)cc1	-7	1.1	3	-2	0	4	2
COc1ccc(NC(=O)CSc2nc3[nH]c(=O)[nH]c(=O)c3s2)cc1OC	x	-3.5	13	-7	-1	-4	-2
C[C@H]1CN([C@@H](C)CO)C(=O)c2cc(C3=CCCC3)cnc2O[C@H]1CN(C)Cc1ccccc1C(=O)O	-15[16.7 µM]	-2.6	-1	11	-2	1	-1
O=C(NCC(c1ccco1)N1CCc2ccccc2C1)c1cccc(F)c1 (stereo not given)	1	0.7	0	0	1	12	-2
C[C@H](CO)N1C[C@H](C)[C@H](CN(C)Cc2ccncc2)Oc2c(NC(=O)Nc3ccc(F)cc3)cccc2C1=O	4[16.7 µM]	3.8	0	-1	0	14	1
O=C(C(=O)N1CCC(CNC(=O)c2sc3ccccc3c2Cl)CC1)c1cccs1	x	3.6	x	-1	31	-3	0
Cc1ccc(NC(=S)Nc2ccc(Cl)c(Cl)c2)c(OC(F)F)c1	x	2.4	1	-1	0	5	-2
Cc1c(OCC(=O)N2C[C@H]3C[C@@H](C2)c2cccc(=O)n2C3)ccc2c3c(c(=O)oc12)CCCC3	0	-1.7	3	-18	0	4	-1
CCc1nnc(NC(=O)CSc2nc3[nH]c(=O)cc(O)c3s2)s1	10	2.2	1	-6	15	-3	3
CCS(=O)(=O)N1CCC(C(=O)NCc2cc(OC)ccc2OC)CC1	x	0.1	-3	10	-1	-1	12
Cc1ccc(S(=O)(=O)N(C)C[C@@H]2Oc3ccc(NC(=O)Nc4ccc(C(F)(F)F)cc4)cc3CC(=O)N([C@H](C)CO)C[C@H]2C)cc1	-5[16.7 µM]	1.1	6	-2	0	-1	-3
CCS(=O)(=O)c1ccc(C=NNc2nc3ccccc3o2)cc1	x	4.0	-2	13	0	-5	0
C[C@@H]1CN([C@@H](C)CO)C(=O)c2cc(NC(=O)C3CCCCC3)ccc2O[C@@H]1CN(C)C(=O)NC1CCCCC1	-2[16.7 µM]	0.6	2	-4	-4	-2	4
Cc1cccc(-c2noc(-c3ccoc3C)n2)c1	x	4.4	2	3	0	1	6
COc1cccc(C(=O)N2C[C@@H]3[C@H](c4ccccc42)[C@H](CO)N3Cc2ccccc2F)c1	17[16.7 µM]	0.9	1	7	0	-2	2
CC(=O)N1CC2(C1)[C@H](c1ccccc1)[C@H](CO)N2Cc1cccc(Cl)c1	x	1.6	2	15	0	-4	-3
N#Cc1cccc(C(=O)OCc2cccc(S(=O)(=O)N3CCOCC3)c2)c1	x	1.6	-3	-2	-1	12	2
CCOC(=O)/C(C#N)=C/c1ccc(N2CCN(Cc3ccccc3)CC2)cc1	1	x	-4	7	-1	0	0
O=C(O)COC(=O)C1C(c2ccccc2)C(C(=O)O)C1c1ccccc1 (stereo not given)	-6	1.2	-1	-1	0	4	4
C[C@@H]1CCCCO[C@@H](CN(C)Cc2ccc(C(F)(F)F)cc2)[C@H](C)CN([C@@H](C)CO)C(=O)c2cc(NS(=O)(=O)c3cccs3)ccc2O1	-11[16.7 µM]	0.3	19*	u	2	1	-3
O=C(CCc1nc2ccccc2s1)OCC(=O)c1ccccc1	x	0.3	-2	x	0	3	7
O=C(NCc1ccccc1Cl)c1ccc(CS(=O)Cc2ccc(Cl)cc2)o1 (stereo not given)	x	-3.0	4	6	4	2	-2
COc1ccc([N+](=O)[O-])cc1NC(=O)Cn1ccc(C(F)(F)F)n1	-9	-0.4	-1	11	1	10	-1
COc1cccc(C#Cc2ccc3c(c2)O[C@@H](CN(C)C(=O)CN2CCOCC2)[C@@H](C)CN([C@@H](C)CO)S3(=O)=O)c1	1[16.7 µM]	5.7	-3	3	1	1	1
COC(=O)COc1ccc(S(=O)(=O)N2CCCCCC2)cc1C	x	1.6	-2	0	14	5	-1
Cc1ccc(S(=O)(=O)Nc2ccc3c(c2)C(=O)N([C@H](C)CO)C[C@H](C)[C@H](CN(C)Cc2ccc(C(=O)Nc4ccccc4N)cc2)OCCCC[C@@H](C)O3)cc1	x	1.9	x	-12	0	3	0
CCC(=O)N1CC[C@H]2[C@H](CO)Nc3ccc(-c4ccc(OC)cc4)cc3[C@H]21	-2[16.7 µM]	1.1	x	-16	x	x	x
Cc1c(C(=O)N2CCN(CCc3ccccn3)CC2)oc2ccc(F)cc12	-9	0.9	-5	u	-1	3	2
COc1ccc(S(=O)(=O)N2CCC(C(=O)N[C@@H](C)C(=O)NC3CCCC3)CC2)cc1	0	-2.9	-3	3	2	5	3
Cc1noc(C)c1NC(=O)Nc1ccc2c(c1)C(=O)N([C@H](C)CO)C[C@H](C)[C@H](CN(C)C(=O)Nc1c(C)noc1C)OCCCC[C@H](C)O2	7[16.7 µM]	1.9	2	-1	1	4	-4
COc1ccc(/C=C/C(=O)c2ccc(O)cc2)cc1COc1ccc(F)cc1	x	-6.1	1	-3	x	-5	-1
CCC(=O)N1CCCCN2[C@H](C1)[C@H](c1ccc(C#Cc3cccnc3)cc1)[C@@H]2CO	1[16.7 µM]	0.1	2	28*	-1	3	1
C=CCOc1ccc(C(=O)Nc2ccc(OCC)cc2)cc1	-2	1.2	-1	-8	-1	1	-3
COc1ccc(NC(=O)N(C)C[C@@H]2Oc3ccc(NC(=O)CCC(F)(F)F)cc3CC(=O)N([C@H](C)CO)C[C@H]2C)cc1	1[16.7 µM]	0.3	0	x	-6	1	2
CCOc1ccc2ccccc2c1C(=O)Nc1cc(=O)n(C)c(=O)n1C	5	-4.1	-2	7	-2	4	2
C[C@H](O)C#Cc1ccc2c(c1)O[C@@H](CN(C)Cc1ccccn1)[C@@H](C)CN([C@@H](C)CO)S2(=O)=O	3[16.7 µM]	-1.6	-2	-6	-3	-3	1

Reformatted as a markdown table: entries from further up.
| structure | miR-122 sensor | CFTR F508del cor | SIRT5 inh | DENV2 CPE rescue | Casp6 inh | ERp5 block | ERAP1 HTS inh |
| --- | --- | --- | --- | --- | --- | --- | --- |
| COc1ccc(NC(=O)N(C)C[C@@H]2Oc3ccc(NC(=O)CCC(F)(F)F)cc3CC(=O)N([C@H](C)CO)C[C@H]2C)cc1 | 1[16.7 µM] | 0.3 | 0 | x | -6 | 1 | 2 |
| CCOc1ccc2ccccc2c1C(=O)Nc1cc(=O)n(C)c(=O)n1C | 5 | -4.1 | -2 | 7 | -2 | 4 | 2 |
| C[C@H](O)C#Cc1ccc2c(c1)O[C@@H](CN(C)Cc1ccccn1)[C@@H](C)CN([C@@H](C)CO)S2(=O)=O | 3[16.7 µM] | -1.6 | -2 | -6 | -3 | -3 | 1 |

The list goes on:
SMILES	miR-122 sensor	CFTR F508del cor	SIRT5 inh	DENV2 CPE rescue	Casp6 inh	ERp5 block	ERAP1 HTS inh
C[C@H](CO)N1C[C@H](C)[C@@H](CN(C)C(=O)C2CC2)Oc2cc(-c3ccccc3F)ccc2S1(=O)=O	27[16.7 µM]	1.9	-4	-3	-4	-2	-3
COc1ccc(NC(=O)C2(C)CCN2Cc2ccccc2OC(F)F)cc1OC (stereo not given)	7	4.3	x	8	0	4	1
C[C@@H]1CN([C@H](C)CO)C(=O)c2cc(NS(=O)(=O)c3ccc(Cl)cc3)ccc2O[C@H]1CN(C)S(=O)(=O)c1cn(C)cn1	3[16.7 µM]	-3.3	3	5	0	-7	0
Cc1ccc(NC(=O)CCNCc2ccco2)cc1S(=O)(=O)N(C)C	x	-0.3	0	11	0	0	6
COc1ccc(Nc2nc(N3CCOCC3)nc(N3CCOCC3)n2)cc1	2	-2.0	1	-3	2	-3	2
N#Cc1ccc(-c2ccc(C3[C@H]4CNC[C@@H]3N4C(=O)Nc3ccccc3F)cc2)cc1 (stereo not given in full)	x	3.5	1	-7	3	-6	-1
CCS(=O)(=O)N1CCCCN2[C@H](CO)[C@H](c3ccc(-c4ccccc4)cc3)[C@H]2C1	6[16.7 µM]	-2.7	3	-15	-3	2	0
CCN(CC)CCCCCCCCOC(=O)c1cc(OC)c(OC)c(OC)c1	7	2.5	-6	2	-1	-7	-4
CCCC#Cc1ccc([C@@H]2[C@H](CO)N3CCCCN(Cc4cncnc4)C[C@@H]23)cc1	3[16.7 µM]	2.8	-6	0	-2	-2	-1
CC(=O)Nc1cccc(-c2ccnc3c2CC(C)(C(=O)Nc2cccc(C(C)=O)c2)O3)c1 (stereo not given)	6	2.1	-6	14	2	-2	2
CCN(C(=O)C1CCN(c2nc(-c3ccc(OC)cc3)no2)CC1)c1ccc(OC)cc1	-6	0.5	-9	u	-2	9	3
CN=C(Nc1cccnc1)c1ccccc1	2	x	-4	-2	-2	3	3
CCC(C(=O)NCc1ccc(F)cc1)N(Cc1cccs1)C(=O)c1snc(C(N)=O)c1N (stereo not given)	0	-0.6	10	7	1	3	11
COCCCNC(=O)Cn1cnc2sc(C)c(S(=O)(=O)N3CCN(c4ccccc4OC)CC3)c2c1=O	-4	-0.7	x	4	-4	3	3
CC1CCCC(C)N1C(=O)CCN1C(=O)C2C3C=CC(C3)C2C1=O (stereo not given)	-3	1.8	-3	4	1	-2	-1
C[C@@H]1CN([C@H](C)CO)C(=O)c2cc(NC(=O)Nc3cccc4ccccc34)ccc2O[C@H]1CN(C)Cc1ccc(C(=O)Nc2ccccc2N)cc1	8[16.7 µM]	0.1	x	8	-1	1	2
c1cc(SSc2ccncc2)ccn1	x	-2.0	1	5	2	-1	12
Cc1ccc(C(CNS(=O)(=O)c2ccccc2)N2CCN(C)CC2)cc1 (stereo not given)	-1	2.4	1	1	-13	-5	-1
O=C(C[C@@H]1CC[C@@H](NS(=O)(=O)c2ccccc2)[C@@H](CO)O1)N1CCC(Cc2ccccc2)CC1	x	-1.6	7	u	-1	-5	3
O=C(N[C@H]1CC[C@H](CCNS(=O)(=O)c2ccccc2)O[C@H]1CO)c1cccnc1	x	1.8	-3	-7	-2	-1	0

Continued; the last 2 above are carried over.
SMILES	miR-122 sensor	CFTR F508del cor	SIRT5 inh	DENV2 CPE rescue	Casp6 inh	ERp5 block	ERAP1 HTS inh
O=C(C[C@@H]1CC[C@@H](NS(=O)(=O)c2ccccc2)[C@@H](CO)O1)N1CCC(Cc2ccccc2)CC1	x	-1.6	7	u	-1	-5	3
O=C(N[C@H]1CC[C@H](CCNS(=O)(=O)c2ccccc2)O[C@H]1CO)c1cccnc1	x	1.8	-3	-7	-2	-1	0
CCOC(=O)c1[nH]ncc1CN1CCC(Cc2cccc(OC)c2)(C(=O)OCC)CC1	4	2.2	-4	6	3	-4	-2
C[C@@H]1CCCCO[C@H](CN(C)C(=O)Nc2ccc(F)cc2)[C@H](C)CN([C@@H](C)CO)C(=O)c2cc(NS(=O)(=O)c3cccs3)ccc2O1	-6[16.7 µM]	0.1	4	1	2	11	-1
COc1ccc(NC(=O)c2cc(C(C)C)on2)c(OC)c1	0	2.6	-1	15	1	3	3
O=C(O)C1CCCCC1C(=O)Nc1ccc(F)cc1F (stereo not given)	-19	0.6	-4	-3	0	5	1
CCc1nnc(NC(=O)c2ccc(S(=O)(=O)N3CCCc4ccccc43)cc2)o1	0	2.8	-5	2	-1	3	2
CCCCN(Cc1ccccc1)C(=O)C1CCCN(S(=O)(=O)c2cnc[nH]2)C1 (stereo not given)	-5	0.4	x	7	-1	0	x
C[C@@H]1CN([C@H](C)CO)S(=O)(=O)c2ccc(-c3ccccc3)cc2O[C@H]1CN(C)Cc1ccccn1	55[16.7 µM]	16*	5	-1	-1	-2	-5
COc1ccc(NC(=O)N(C)C[C@H]2Oc3c(NC(=O)c4cc(C)nn4C)cccc3C(=O)N([C@H](C)CO)C[C@H]2C)cc1	1[16.7 µM]	-2.0	2	0	-2	9	-1
